Peg3 prom inh: Peg3 promoter-driven luciferase inhibitors, primary screen, cell-based, HeLa, luciferase luminescence; HeLa PEG-Prom luciferase reporter, overnight; inhibition, % at 20 µM; AID 588405, 2011; actives 1.7% (n = 360,000);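 active = inhibition of at least 50% at 20 µM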
TWEAK Fn14 block: inhibitors of TWEAK-Fn14 signaling, primary screen, luciferase reporter cells, uHTS | inhibition, % at 10 µM | TWEAK-stimulated Fn14 reporter cells, luciferase luminescence, 8 h | actives 2% (n = 360,000); in the data active = inhibition above about 50%
TRPM1 prom inh: inhibitors of MITF-dependent TRPM1 promoter reporter, primary screen, cell-based, SK-MEL-5, single point, luciferase; SK-MEL-5 TRPM1 promoter luciferase, 24 h; inhibition, % at 12.5 µM; actives 0.83% (n = 330,000); AID 488899, 2010;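 active = mean inhibition across replicates of 60% or more, whatever share of single replicates reaches that level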; also: values of inactives mirror those of a sister screen read the other way
TRAIL sens C8: viability loss with TRAIL in NB7+C8 cells, primary screen, TRAIL sensitizer project, cell-based, ATPlite luminescence. AID 624354, 2012. actives 1% (n = 360,000). inhibition (viability loss, TRAIL sensitization), % at 10 µM;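 active = compounds causing at least 50% loss of cell viability in the single-dose screen, relative to plate controls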
Shn3 3UTR inh: reduction of Shn3 3'UTR firefly luciferase signal, primary screen, Schnurri-3 inhibitor project, cell-based, Clone20 osteoblasts, set 2; AID 588674, 2011; actives 0.52% (n = 360,000); Clone20 osteoblast Shn3 3'UTR firefly luciferase, 24 h; inhibition, % at 12.5 µM;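 active = mean inhibition of at least 75% with every replicate also reaching 75%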;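 also: 0% = median of neutral control wells and 100% = pilot-screen positive control compound; some compounds past the cut are filed as inactive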
KKLEB tox: cytotoxicity in KKLEB CF airway cells, primary screen, cytotoxicity control for CF NF-kB inhibitor project, cell-based, uHTS, fluorescence assay plates. actives 0.36% (n = 360,000). KKLEB CF airway cells viability, ATPlite luminescence, overnight; stronger effect = lower value; cells stimulated with P. aeruginosa culture filtrate. AID 602141, 2011. activity change (cytotoxicity), % at 5 µM;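 active = corrected activity change at or below -50% at 5 µM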
TROY signal inh: inhibitors of TROY-driven NF-kB signaling, primary screen, Q293 LMP1-TROYcd cells, NF-kB luciferase, uHTS. inhibition, % at 10 µM. actives 0.98% (n = 360,000). AID 1347056, 2019. Q293 LMP1-TROYcd NF-kB luciferase reporter, 4 h;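 active = compounds whose plate-normalised and pattern-corrected inhibition of the luciferase reporter signal at the single screening dose is 50% or more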
CF NFkB inh: inhibitors of PAF-induced NF-kB signaling, primary screen, cell-based, GFP fluorescence, uHTS; KKLEB NF-kB-GFP reporter, GFP fluorescence overnight; actives 0.86% (n = 360,000); inhibition, % at 5 µM;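 active = at least 50% inhibition at 5 µM, scaled per plate between neutral and stimulator controls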;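 also: PAF is a Pseudomonas aeruginosa culture filtrate used as stimulus; plate controls were PAF-stimulated DMSO wells for no effect and unstimulated DMSO wells for full effect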
HIF-2a inh: HIF-2a reporter inhibitors, primary screen, luminescence, 786-0 RCC cells; actives 0.72% (n = 360,000); 786-0 RCC cells HIF-2a reporter, luciferase luminescence, overnight; inhibition, % at 18.8 µM; AID 624352, 2012;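 active = inhibition of the luminescence signal of 40% or more relative to plate controls, in a single-dose primary screen at 18.75 µM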
NR2E3 ag-1: NR2E3 agonists in two-hybrid cells, primary screen, cell-based, luminescence, CHO-S, Gal4-NCOR/VP16-NR2E3; AID 602229, 2012; luciferase; actives 0.35% (n = 360,000); inhibition of corepressor binding, % at 3.98 µM;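 active = inhibition above the mean of all tested compounds plus 3 SD, cut at about 70% in these data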;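 also: 0% = DMSO with NR2E3 transfected cells and 100% = cells lacking NR2E3 construct; higher means lower luciferase signal from less NR2E3 corepressor binding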
Target sequence (Q9Y5X4 whole entry, looked up, the tested form may be a part): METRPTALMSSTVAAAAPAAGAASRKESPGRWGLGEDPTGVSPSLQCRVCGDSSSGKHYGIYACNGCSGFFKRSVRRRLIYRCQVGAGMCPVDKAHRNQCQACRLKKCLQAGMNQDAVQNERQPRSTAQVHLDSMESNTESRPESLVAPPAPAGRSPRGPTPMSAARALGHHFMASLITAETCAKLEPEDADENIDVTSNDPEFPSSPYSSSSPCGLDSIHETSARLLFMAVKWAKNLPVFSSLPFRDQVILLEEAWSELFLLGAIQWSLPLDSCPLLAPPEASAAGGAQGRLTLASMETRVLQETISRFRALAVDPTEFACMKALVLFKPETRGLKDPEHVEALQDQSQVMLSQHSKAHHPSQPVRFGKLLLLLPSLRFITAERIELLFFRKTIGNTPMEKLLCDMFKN
NR2E3 ag-2: inhibitors of NR2E3-RetCOR corepressor binding, primary screen, NR2E3 agonist project, biochemical, TR-FRET, GST-NR2E3, biotin-RetCOR; AID 2300, 2010; actives 0.12% (n = 320,000); 1536-well; inhibition of corepressor binding, % at 4.78 µM; Photoreceptor-specific nuclear receptor (Homo sapiens), Q9Y5X4;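 active = percent inhibition above the cutoff of mean plus 3 SD of all tested compounds, set per screening campaign, cut at about 20% in these data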;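 also: 0% = DMSO wells and 100% = biotin wells as full block of FRET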
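System: GST-tagged NR2E3 plus biotinylated RetCOR corepressor; Amount: 1.35 nM GST-tagged NR2E3 final; Dosing: single nominal compound dose of 4.8 µM; Schedule: 5 h incubation at 4 °C; Technique: TR-FRET with europium anti-GST and streptavidin-D2, 340 nm excitation; Controls: biotin wells as high control, 0.6% DMSO wells as low control.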
Active calls of the source: *; x = not tested or not shown. An excerpt. The share of hits here may be higher or lower than overall.

Keys: A = Peg3 prom inh; B = TWEAK Fn14 block; C = TRPM1 prom inh; D = TRAIL sens C8; E = Shn3 3UTR inh; F = KKLEB tox; G = TROY signal inh; H = CF NFkB inh; I = HIF-2a inh; J = NR2E3 ag-1; K = NR2E3 ag-2
structure: O=c1c2cn[nH]c2nc(SCc2cc(=O)n3cc(Br)ccc3n2)n1-c1ccc(Br)cc1
  A: 19.9 | B: 44.5 | C: 0.8 | D: 15.2 | E: 1.5 | F: -13.1 | G: 47.0 | H: 5.2 | I: 17.3 | J: -28.5 | K: -1.6

structure: O=c1c2cc3c(cc2[nH]c(=S)n1CCN1CCOCC1)OCO3
  A: 21.1 | B: -7.7 | C: 13.5 | D: 12.0 | E: -2.4 | F: -4.5 | G: 77.9* | H: -3.0 | I: 1.3 | J: -30.6 | K: 8.0

structure: CCn1c(=O)n(Cc2ccco2)c(=N)c2c3c(sc21)COC(C)(C)C3
  A: 4.3 | B: 5.1 | C: 6.2 | D: -16.5 | E: 11.0 | F: 4.4 | G: -20.2 | H: -13.2 | I: 12.0 | J: 9.1 | K: 0.0

structure: COc1ccccc1NC(=O)CN1CCOCC1
  A: 7.8 | B: 13.4 | C: x | D: -11.5 | E: -1.7 | F: 0.8 | G: -22.4 | H: -7.5 | I: 17.2 | J: -51.0 | K: -1.4

structure: CC(=O)c1cccc(NC(=O)COC(=O)COc2c(Cl)cc(Cl)c3ccc(C)nc23)c1
  A: 30.3 | B: 63.1* | C: -3.7 | D: -1.0 | E: -3.6 | F: -7.3 | G: 28.0 | H: 6.4 | I: 13.6 | J: -4.2 | K: 3.2

structure: O=C(CNC(=O)c1ccc(Cl)cc1Cl)OCc1nnc(-c2ccccc2)o1
  A: -29.3 | B: -3.3 | C: -19.7 | D: -0.8 | E: -6.8 | F: 7.0 | G: -20.6 | H: 1.0 | I: -23.6 | J: -15.6 | K: -2.1

structure: Cc1ccc(-c2nc(C3CCN(S(C)(=O)=O)CC3)no2)cc1
  A: -95.3 | B: -32.0 | C: -22.8 | D: -6.8 | E: -4.5 | F: 2.0 | G: -30.0 | H: -5.8 | I: -111.5 | J: -37.7 | K: -3.3

structure: CCNC(=S)NNC(=O)c1cc(C)on1
  A: -4.9 | B: 25.8 | C: 9.2 | D: 17.0 | E: -35.3 | F: -4.0 | G: -0.3 | H: 4.7 | I: 1.7 | J: 16.7 | K: 2.1

structure: CC(=O)Nc1ccc(OS(=O)(=O)c2ccccc2C)cc1
  A: -20.3 | B: 11.4 | C: -10.0 | D: 0.8 | E: -28.9 | F: 2.7 | G: -30.3 | H: -5.5 | I: -33.5 | J: 4.5 | K: 3.4

structure: COc1cccc(COC(=O)C2CCN(S(=O)(=O)c3ccc(C)cc3C)CC2)c1OC
  A: -4.8 | B: -1.6 | C: 1.7 | D: -11.6 | E: -6.2 | F: -9.3 | G: 15.6 | H: 29.2 | I: 9.8 | J: 3.8 | K: -1.4

structure: N#CCSc1ccccc1NC(=O)COC(=O)Cc1c[nH]c2ccccc12
  A: 1.3 | B: 5.2 | C: 16.7 | D: -13.4 | E: -7.0 | F: -12.9 | G: -5.7 | H: 17.2 | I: -5.5 | J: -3.6 | K: 2.7

structure: Cc1c(NC(=O)C(c2ccccc2)c2ccccc2)cccc1C(=O)O
  A: -40.7 | B: 2.2 | C: -10.1 | D: 4.5 | E: 1.1 | F: -8.6 | G: -40.9 | H: 0.1 | I: -19.0 | J: -6.0 | K: 3.3

structure: COc1cc(OC)nc(C(NC(=O)C2CCN(Cc3ccc(Oc4ccccc4)cc3)CC2)c2ccc(F)cc2)n1 (stereo not drawn)
  A: 9.6 | B: -11.4 | C: x | D: 31.3 | E: -9.2 | F: -11.4 | G: -0.9 | H: 22.3 | I: -10.2 | J: 11.7 | K: x

structure: CN(C)S(=O)(=O)c1cccc(NC(=O)CCSc2ccc(Cl)cc2)c1
  A: 3.1 | B: 33.3 | C: 21.8 | D: 6.7 | E: -12.5 | F: -2.6 | G: 21.1 | H: -4.4 | I: 0.6 | J: -19.1 | K: -1.1

structure: Cc1cc(C)n(-c2nc(NCCC(C)C)c3c4c(sc3n2)COC(C)(C)C4)n1
  A: -16.0 | B: 2.1 | C: 2.1 | D: 1.6 | E: 68.0 | F: 6.7 | G: 4.6 | H: -14.1 | I: -39.0 | J: -1.8 | K: x

Given with values under each structure: six of the compounds above.
The line under a structure holds: Peg3 prom inh | TWEAK Fn14 block | TRPM1 prom inh | TRAIL sens C8 | Shn3 3UTR inh | KKLEB tox | TROY signal inh | CF NFkB inh | HIF-2a inh | NR2E3 ag-1 | NR2E3 ag-2
COc1cccc(COC(=O)C2CCN(S(=O)(=O)c3ccc(C)cc3C)CC2)c1OC
 : -4.8 | -1.6 | 1.7 | -11.6 | -6.2 | -9.3 | 15.6 | 29.2 | 9.8 | 3.8 | -1.4
N#CCSc1ccccc1NC(=O)COC(=O)Cc1c[nH]c2ccccc12
 : 1.3 | 5.2 | 16.7 | -13.4 | -7.0 | -12.9 | -5.7 | 17.2 | -5.5 | -3.6 | 2.7
Cc1c(NC(=O)C(c2ccccc2)c2ccccc2)cccc1C(=O)O
 : -40.7 | 2.2 | -10.1 | 4.5 | 1.1 | -8.6 | -40.9 | 0.1 | -19.0 | -6.0 | 3.3
COc1cc(OC)nc(C(NC(=O)C2CCN(Cc3ccc(Oc4ccccc4)cc3)CC2)c2ccc(F)cc2)n1 (stereo not drawn)
 : 9.6 | -11.4 | x | 31.3 | -9.2 | -11.4 | -0.9 | 22.3 | -10.2 | 11.7 | x
CN(C)S(=O)(=O)c1cccc(NC(=O)CCSc2ccc(Cl)cc2)c1
 : 3.1 | 33.3 | 21.8 | 6.7 | -12.5 | -2.6 | 21.1 | -4.4 | 0.6 | -19.1 | -1.1
Cc1cc(C)n(-c2nc(NCCC(C)C)c3c4c(sc3n2)COC(C)(C)C4)n1
 : -16.0 | 2.1 | 2.1 | 1.6 | 68.0 | 6.7 | 4.6 | -14.1 | -39.0 | -1.8 | x

Remaining list, next part
SMILES | Peg3 prom inh | TWEAK Fn14 block | TRPM1 prom inh | TRAIL sens C8 | Shn3 3UTR inh | KKLEB tox | TROY signal inh | CF NFkB inh | HIF-2a inh | NR2E3 ag-1 | NR2E3 ag-2
Cc1occc1C(=O)NNC(=S)Nc1ccccc1 | -198.9 | -5.7 | -51.8 | -18.9 | -63.1 | -4.9 | -6.9 | 6.2 | -185.0 | -79.1 | 3.7
O=C1C(Cl)=C(N2CCOCC2)C(=O)N1c1ccccc1 | -1.7 | 12.8 | -1.3 | -14.7 | -10.9 | 3.2 | -6.2 | 0.1 | -0.2 | -5.4 | 0.7
CS(=O)(=O)NC1CCN(Cc2ccccc2)CC1 | 19.6 | -16.4 | 4.7 | 18.5 | 6.3 | -0.6 | 0.2 | -8.3 | -8.1 | -8.2 | 1.3
NS(=O)(=O)c1ccc(NS(=O)(=O)c2ccc(Br)cc2)cc1 | 16.4 | -1.1 | 15.4 | -3.3 | -9.3 | -1.1 | -4.0 | 7.2 | 6.0 | -2.6 | 0.7
O=C1c2cccc3cccc(c23)C(=O)N1c1ccc(O)cc1 | -14.0 | -7.8 | 0.8 | 0.4 | 23.5 | -3.5 | 0.3 | -27.2 | -1.5 | -25.1 | 10.2
O=C(CSc1ccc2c(c1)OCCO2)NCC1CCCO1 (stereo not drawn) | -26.1 | -6.8 | -3.9 | 17.0 | -1.3 | 0.9 | -16.0 | 5.4 | -8.5 | -0.6 | -2.2

Reformatted field by field: part of the list above.
CC(=O)Nc1ccc(OS(=O)(=O)c2ccccc2C)cc1
  Peg3 prom inh: -20.3 | TWEAK Fn14 block: 11.4 | TRPM1 prom inh: -10.0 | TRAIL sens C8: 0.8 | Shn3 3UTR inh: -28.9 | KKLEB tox: 2.7 | TROY signal inh: -30.3 | CF NFkB inh: -5.5 | HIF-2a inh: -33.5 | NR2E3 ag-1: 4.5 | NR2E3 ag-2: 3.4

COc1cccc(COC(=O)C2CCN(S(=O)(=O)c3ccc(C)cc3C)CC2)c1OC
  Peg3 prom inh: -4.8 | TWEAK Fn14 block: -1.6 | TRPM1 prom inh: 1.7 | TRAIL sens C8: -11.6 | Shn3 3UTR inh: -6.2 | KKLEB tox: -9.3 | TROY signal inh: 15.6 | CF NFkB inh: 29.2 | HIF-2a inh: 9.8 | NR2E3 ag-1: 3.8 | NR2E3 ag-2: -1.4
